KDM5B inh = inhibitors of human KDM5B histone demethylase; Q9UGL1; Potency, µM (top dose mostly 57.7 µM), for the others: top-dose activity change, negative = inhibition, hits mostly inhibitors; actives 2.6% (n = 220,000); KDM5B demethylase, FDH-coupled NADH fluorescence (FDH is formaldehyde dehydrogenase); AID 1347165; active = well fitted inhibition curve with a large enough effect; inconclusive = small, poorly fitted or top-dose-only effect; inactive = no such curve, though single readings can be large or run the other way; note: 0% is about no effect; nearly all actives have a fitted effect of over 70% in size
Target sequence (Q9UGL1 whole entry, looked up): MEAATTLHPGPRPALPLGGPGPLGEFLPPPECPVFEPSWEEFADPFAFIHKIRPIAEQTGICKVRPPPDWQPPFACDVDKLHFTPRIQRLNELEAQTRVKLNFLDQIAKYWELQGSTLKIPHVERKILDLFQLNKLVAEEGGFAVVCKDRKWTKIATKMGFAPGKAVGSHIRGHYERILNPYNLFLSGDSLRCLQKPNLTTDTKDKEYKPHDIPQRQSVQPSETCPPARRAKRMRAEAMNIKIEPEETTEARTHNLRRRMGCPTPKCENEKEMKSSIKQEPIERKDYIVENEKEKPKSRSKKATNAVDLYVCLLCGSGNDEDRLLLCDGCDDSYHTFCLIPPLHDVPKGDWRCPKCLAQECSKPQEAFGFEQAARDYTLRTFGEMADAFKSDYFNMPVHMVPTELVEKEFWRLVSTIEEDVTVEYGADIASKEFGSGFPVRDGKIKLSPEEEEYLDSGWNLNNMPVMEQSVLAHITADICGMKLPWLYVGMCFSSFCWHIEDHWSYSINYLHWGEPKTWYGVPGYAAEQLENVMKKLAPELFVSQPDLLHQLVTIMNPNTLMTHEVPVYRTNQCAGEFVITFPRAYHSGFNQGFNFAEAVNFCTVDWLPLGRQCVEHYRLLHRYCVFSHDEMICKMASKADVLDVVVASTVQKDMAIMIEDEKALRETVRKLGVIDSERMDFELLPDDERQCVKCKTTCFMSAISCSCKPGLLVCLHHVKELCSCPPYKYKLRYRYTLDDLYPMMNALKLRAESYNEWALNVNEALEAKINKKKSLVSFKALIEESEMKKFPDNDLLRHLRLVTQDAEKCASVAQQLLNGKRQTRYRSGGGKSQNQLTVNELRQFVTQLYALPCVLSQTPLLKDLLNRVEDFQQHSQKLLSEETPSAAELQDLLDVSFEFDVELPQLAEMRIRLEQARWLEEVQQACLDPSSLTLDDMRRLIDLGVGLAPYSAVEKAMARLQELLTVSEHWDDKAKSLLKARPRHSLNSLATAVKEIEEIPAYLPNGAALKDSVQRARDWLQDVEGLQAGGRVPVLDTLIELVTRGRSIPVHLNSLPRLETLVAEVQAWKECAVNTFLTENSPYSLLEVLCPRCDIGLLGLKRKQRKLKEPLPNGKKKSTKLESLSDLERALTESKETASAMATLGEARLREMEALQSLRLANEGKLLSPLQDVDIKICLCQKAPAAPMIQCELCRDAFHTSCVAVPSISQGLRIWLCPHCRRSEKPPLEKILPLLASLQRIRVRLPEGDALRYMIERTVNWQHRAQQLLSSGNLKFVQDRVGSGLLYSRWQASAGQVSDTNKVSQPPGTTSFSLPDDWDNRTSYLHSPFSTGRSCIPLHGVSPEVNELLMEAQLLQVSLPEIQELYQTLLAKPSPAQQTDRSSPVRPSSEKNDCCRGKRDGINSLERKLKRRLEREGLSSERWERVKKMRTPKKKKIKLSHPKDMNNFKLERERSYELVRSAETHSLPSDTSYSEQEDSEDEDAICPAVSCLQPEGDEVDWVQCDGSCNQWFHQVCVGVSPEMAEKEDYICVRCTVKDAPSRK
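Inhibition is measured as reduced NADH fluorescence generation from FDH coupling to formaldehyde release. Truncated KDM5BΔAP at 200 nM final acts on H3K4me3 peptide (12.5 µM in substrate mix) in pH 7.5 HEPES buffer with Tween-20, 30 min, room temperature.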
An asterisk follows results filed as active; ? = inconclusive; [ ] = another dose, or the depositor's remark. Potency is the fitted concentration of half-maximal effect.

SMILES	KDM5B inh
O=C(O)c1ccc(COc2ccc(Cl)cc2)cc1	17%
O=C(C1CCOCC1)N1CCCC2(COc3ccccc3[S+](=O)([O-])N2)C1 (stereo unspecified)	30%[activator][115 µM]
Cc1sc(/N=C/c2ccc(Br)cc2)c(C#N)c1C	-22%
O=C(c1ccc(F)cc1F)N1CCN(c2cc(-c3cccs3)[nH]n2)CC1	?
COc1ccccc1N1CCN(S(=O)(=O)c2c(C)nc3sccn3c2=O)CC1	-2%
COc1cccc(NC(=O)Nc2cc(-c3cn4cccnc4n3)ccc2C)c1	?
CCCCNC(=O)C1(O)c2cc(Br)ccc2NC(=O)N1c1cccc(OC)c1 (stereo unspecified)	22%
COC(=O)C1=CN(CC(=O)NCCCc2ccccc2)S(=O)(=O)N=C1C	-6%
Cc1cc(C)c2nc(NC(=O)c3ccc(S(=O)(=O)N4CCCC4)cc3)sc2c1	-9%
CC(C)C(=O)N1CCN(C(=O)c2nn(C)c(=O)c3ccccc23)CC1	1%

7 compounds from above, sorted by molecular weight, descending.
SMILES	KDM5B inh
CCCCNC(=O)C1(O)c2cc(Br)ccc2NC(=O)N1c1cccc(OC)c1 (stereo unspecified)	22%
COc1ccccc1N1CCN(S(=O)(=O)c2c(C)nc3sccn3c2=O)CC1	-2%
Cc1cc(C)c2nc(NC(=O)c3ccc(S(=O)(=O)N4CCCC4)cc3)sc2c1	-9%
O=C(C1CCOCC1)N1CCCC2(COc3ccccc3[S+](=O)([O-])N2)C1 (stereo unspecified)	30%[activator][115 µM]
COc1cccc(NC(=O)Nc2cc(-c3cn4cccnc4n3)ccc2C)c1	?
CC(C)C(=O)N1CCN(C(=O)c2nn(C)c(=O)c3ccccc23)CC1	1%
Cc1sc(/N=C/c2ccc(Br)cc2)c(C#N)c1C	-22%

(next part)
SMILES	KDM5B inh
Cc1c(CNC2CCCCC2)c(C(=O)O)c(C)n1Cc1c(F)cccc1Cl	-2%
O=C([C@@H]1C[C@H](F)CN1C(=O)Nc1cccc(F)c1)N1CCOCC1	25%
COc1ccc(C(C)=O)cc1CO/N=C/c1ccc(OCc2ccc(Cl)cc2)c(OC)c1	1%
CC(=O)c1c(C)[nH]c(C(=O)OC(C)c2nnc(-c3ccc(C)cc3)o2)c1C (stereo unspecified)	4%
CCc1ccc(NC(=O)C(=O)NCCc2sc(-c3ccc(C)cc3)nc2C)cc1	-5%
CC1=C(c2ccccc2)S(=O)(=O)NC1=NC(C)C12CC3CC(CC(C3)C1)C2 (stereo unspecified)	7%
COCCn1ncc(N2CCCC(CC(=O)NCc3cccs3)C2)cc1=O (stereo unspecified)	-1%
COc1ccc(CNC(=O)N2CCCCCNC(=O)[C@@H]3CCCC[C@@H]32)cc1	-11%
COc1ccc(NC(=O)CSc2nnc(-c3cccs3)o2)cc1	19%
O=C(Nc1ccc2oc(-c3cccc(Br)c3)nc2c1)c1ccc2c(c1)OCCO2	-4%
O=C(COc1ccc(Cl)cc1)N1CCC(Cc2nc(-c3ccccc3)no2)CC1	11%
Cc1cc(C(=O)OCC(=O)c2ccc(OC(=O)c3ccccc3)cc2)c2ccccc2n1	22%
Cc1cccc(CNC(=O)c2oc3c(c2C)-c2nn(Cc4cccc(Cl)c4)cc2CC3)c1	?
O=c1cc(N2CCOCC2)oc2c(-c3cncnc3)nccc12	25µM*
O=C(CCSCc1ccccc1F)N1CCN(c2ccc(Cl)cc2)CC1	?
Cc1ccc(Cl)cc1N1CCN(C(=O)CN(c2ccc(F)cc2)S(=O)(=O)N(C)C)CC1	-16%
CC(C)c1cccc(C(C)C)c1NC(=O)COc1ncnc2ccccc12	-1%
O=C(NCC1CCOCC1)Nc1ccccc1Cl	-9%
FC(F)(F)c1ccc(Cl)c(NC(=S)N/N=C/c2ccccc2Cl)c1	35%
COc1cc2c(cc1-c1nccn1-c1ccc(NC(C)=O)cc1)OCCO2	?
C(=N\Nc1ccccc1)/c1ccc(OCc2ccccc2)cc1	?
COc1ccc(Cl)cc1NC(=O)CCC1CCCN(C(=O)CCCN2CCCC2=O)C1 (stereo unspecified)	-13%
O=C(Cn1ncc2c1-c1ccccc1OC2)N1CCN(Cc2ccccc2)CC1	-5%
N#CCC(=O)NCC1CCCO1 (stereo unspecified)	9%
Cc1ccnc(NC(=O)c2ccccc2NC(=O)c2ccccc2)c1	6%
CC(C)CNC(=O)c1ccccc1NC(=O)C1CCN(S(=O)(=O)Cc2ccccc2)CC1	5%
CN(Cc1ccccc1)C(=O)Cn1nc(-c2cccs2)c2ccccc2c1=O	15%
COc1ccc(-c2nn(-c3ccccc3)cc2C(=O)NCC2CCCO2)cc1 (stereo unspecified)	20%
O=S(=O)(N/N=C/c1cccnc1)c1ccc(Cl)c(Cl)c1	-28%
Cn1c(NCc2c[nH]c3ccccc23)nc2ccccc21	-19%
CC(N)(C(=O)O)c1ccccc1 (stereo unspecified)	-16%
O=C(Cn1c(=O)c2ccccc2n2nncc12)Nc1cccc(F)c1	?
Cc1ccc(S(=O)(=O)Cc2noc(CCC(=O)NCc3ccc(Cl)cc3)n2)cc1	-5%
COCCCn1c(=N)c(C(=O)NC2CCCC2)cc2c(=O)n3cccc(C)c3nc21	?
Cc1ccnc(NC(=O)CCC(=O)N(CC(=O)NCc2ccc(F)cc2)Cc2ccco2)c1	33%
CC(Sc1ccc2c(c1)OCCCO2)C(=O)O (stereo unspecified)	-14%
O=C1CCN(S(=O)(=O)c2ccccc2)CCCN(Cc2cccc(OC(F)(F)F)c2)CCN1	-2%
Cc1ccc(NC(=O)CCc2nnc3n(CC(C)C)c(=O)c4ccccc4n23)cc1C	2%
Cc1cccc(CNC(=O)Cc2cccc3cccnc23)c1	-12%
CCC(=O)N1CCCN(CCN(C)C)c2ccccc21	2%
CCc1nncn1C1CCN(S(=O)(=O)c2ccc(OC)c(OC)c2)CC1	17%
COc1ccccc1NC(=O)Cn1c(=O)c(-c2noc(C)n2)c2n(c1=O)CCCCC2	11%
COc1ccccc1CNC(=O)CCn1c(=O)c2ccccc2n(CC(=O)Nc2cccc(Cl)c2)c1=O	-22%
CCN(CC)C(=O)C(NC(=O)c1ccc(F)cc1)C1CCN(C(=O)C(C)C)CC1 (stereo unspecified)	-13%
c1cc2nnc(C3CCC3)n2nc1NCC1CCCO1 (stereo unspecified)	?
O=C1NNC(=O)C1c1ccccc1	-4%
CC(C)N1C(=O)[C@@H]2[C@@H](CCN2C(=O)CCCC(=O)O)N(Cc2cccc(F)c2)C1=O	20%[86.2 µM]
C=Cc1ccc(Cn2c(=O)n(-c3cccc(Cl)c3)c(=O)c3c4c(sc32)CN(C(C)=O)CC4)cc1	-14%
O=C(C1CCCO1)N1CCN(Cc2ccc(=O)n(CC3CC3)c2)CC1 (stereo unspecified)	-53%
CCN(CC)S(=O)(=O)c1ccc2oc(C(=O)Nc3ccc(Br)cc3F)c(C)c2c1	-8%
(more compounds)
SMILES	KDM5B inh
COc1ccc(C(=O)N2CCc3cc(OC)c(OC)cc3C2c2ccc(OC)c(OC)c2)cc1OC (stereo unspecified)	13%
Cc1cccc2sc(NC(=O)CSc3cn[nH]n3)nc12	4%
CS(=O)(=O)N1C[C@H]2CCN(C(=O)Cc3ccccc3Cl)C[C@H]21	9%
CCCCNc1nc(Oc2ccc(=O)[nH]n2)nc(N(C)C)n1	-8%
N#Cc1nc(-c2ccc(COc3ccccc3)o2)oc1NCc1cccnc1	?
Cc1ccc(-c2nc(C)c(CCNC(=O)C(=O)Nc3ccc4c(c3)OCO4)s2)cc1	12%
CC(C)N1C[C@H](O)C[C@H]1c1nnc2n1CCN(C(=O)Cc1c[nH]c3ccccc13)CC2	-22%
CN1Cc2c(N3CCOCC3)nc(SCCC#N)c(C#N)c2CC1(C)C	-44%
Cc1ccc(-c2noc(-c3ccco3)n2)s1	5%
Cc1nnc2n1C(C)CN(C(=O)COc1ccc(-n3cnnn3)cc1)C2 (stereo unspecified)	11%
Cc1cc(C)c([N+](=O)[O-])cc1[N+](=O)[O-]	2%
CC1CCC(C#N)(N(C)C(=O)CN(C)CC(=O)Nc2cccc(F)c2)CC1 (stereo unspecified)	-7%
COc1ccccc1N1CCN(c2ccc(-c3nc(-c4ccccc4C)no3)cc2[N+](=O)[O-])CC1	-20%
CC[C@H]1CN(C(C)=O)CC[C@H]1CC(=O)NC(C)C	13%[115 µM]
Cc1ccc(NC(=O)c2cnc(SCC(=O)N3CCOCC3)n(C)c2=O)cc1C	0%
O=C(NCc1cccc(Br)c1)C1CCN(CC(F)(F)F)CC1	10%
CCc1c(C)sc2nc(NC(CC)CO)n3nc(-c4ccco4)nc3c12 (stereo unspecified)	?
O=C(O)c1ccc([N+](=O)[O-])cc1	-3%
O=C(NCc1nnnn1-c1ccccc1)Nc1ccc2c(c1)OCO2	-17%
CN(C)C[C@@H]1CN(Cc2ccccn2)C[C@H]1NC(=O)c1cc(C2CC2)[nH]n1	8%
O=C(c1ccccc1F)N1C[C@@H](CO)[C@H](c2nc(C3CC3)no2)C1	21%
Cc1noc(C)c1C1CCCN1C(=O)c1cc(-c2ccco2)on1 (stereo unspecified)	-13%
Cc1ccc(C(NC(=O)c2cc(F)ccc2F)C2CC2)cc1 (stereo unspecified)	11%
CC(C)N1CCC(N2CCN(Cc3ccc(Oc4ncccn4)cc3)CC2CCO)CC1 (stereo unspecified)	11%
O=C(O)C1(c2ccc(Cl)cc2Cl)CCOCC1	-11%
Cc1ccc(C(=O)N2CCN(c3nc4c(c(=O)n(C)c(=O)n4C)n3Cc3ccccc3)CC2)cc1	3%
O=C(O)c1cccc2c1C(=O)c1ccccc1-2	-6%
COc1ccc(CN2C(=O)COC[C@H]2C(=O)NCc2ccccc2F)cc1OC	-20%
COc1cccc(-c2cn3c(n2)sc2cc(C(=O)NC4CCCCC4)ccc23)c1	?
O=C(c1ccc2c(c1)OCO2)N1CCC(n2cc(-c3nc(-c4ccccc4)no3)nn2)C1 (stereo unspecified)	0%

3 entries from above, with bars between the fields:
structure | KDM5B inh
O=C(O)c1cccc2c1C(=O)c1ccccc1-2 | -6%
COc1ccc(CN2C(=O)COC[C@H]2C(=O)NCc2ccccc2F)cc1OC | -20%
COc1cccc(-c2cn3c(n2)sc2cc(C(=O)NC4CCCCC4)ccc23)c1 | ?

New compounds follow:
SMILES	KDM5B inh
O=C(NCCc1c[nH]c2ccccc12)C(=O)Nc1ccccc1F	12%
CCN1CCN(CCCNC(=O)CC2CCN(c3ccnc(NC)n3)CC2)CC1	-1%
CCc1nc2nccc(-c3ccc(Br)cc3)n2n1	16µM*
CC(C)c1ncc(C(=O)N2CC[C@H](N3CCN(C)CC3)[C@H](CCCO)C2)cn1	?
O=C(NC1CCCCC1)N[C@H]1C[C@H]2C(=O)N3CCC[C@@H]3C(=O)N2C1	-23%[86.2 µM]
Cc1ccc(C2Cn3nnc(C(=O)N4CCC(C(=O)NCCc5cccs5)CC4)c3CO2)cc1 (stereo unspecified)	-9%
CC(=O)c1ccc(OCCCC(=O)OCC(=O)c2ccc3c(c2)OCCO3)cc1	12%
O=C(CN1CCCNCC1)N1CCCC1	-5%
CCC(=O)N1CC(C(=O)Nc2ccccn2)C2(CCOCC2)C1 (stereo unspecified)	-4%
CCN(C(=O)COc1ncnc2c(Cl)cc(Cl)cc12)c1ccccc1	21%
Cc1cnc(C2CCNC2)n1Cc1ccccc1 (stereo unspecified)	-5%
Cc1oc2c(c1C(=O)N(C)C)CN(Cc1ccc(Br)o1)CC2	-19%
CCN(CC)S(=O)(=O)c1cccc(NC(=O)CN2c3cccc4cccc(c34)S2(=O)=O)c1	?
COCc1cc(C)nc2sc3c(=O)n(-c4ccccc4C(F)(F)F)nnc3c12	-1%
Cn1c(SCC(=O)Nc2ccccc2O)nnc1-c1ccco1	-7%
COc1ccc(C(=O)N2CC3(C2)NC(=O)c2ccccc2O3)cc1	0%[86.2 µM]
Cc1ccc(C)c(CN2CCN(c3nc4c(c(=O)[nH]c(=O)n4C)n3CCC(C)C)CC2)c1	14%
CC(=O)N[C@@H]1CN(Cc2ccc(F)c(Br)c2)C[C@H]1CO	?
COCCN1CCCCCC(O)c2cc(C(=O)NCc3nc4ccccc4n3C)ccc21 (stereo unspecified)	?
COc1ccc(S(=O)(=O)N(Cc2nc(-c3cccc(C)c3)no2)C2CCCCC2)cc1	-4%
Cc1cc(C)c2c(N)c(C(=O)NN3CC(=O)N(c4ccccc4)CC3=O)sc2n1	?
O=C(CSc1nc2ccccc2o1)Nc1nc(-c2ccc(Br)cc2)cs1	3%
O=C(Nc1cccc(-c2cccc(Cl)c2)c1)C1CCN(CC2CCOC2)CC1 (stereo unspecified)	-3%
COc1ccc(C(=O)N2CCC[C@H]2c2nc(-c3ccc(OC)cc3)no2)cc1	10%
O=C(NCc1ccccc1)C(=O)NCC(c1ccco1)S(=O)(=O)c1cccs1 (stereo unspecified)	3%
O=C(Cc1c[nH]c2ncc(-c3cccc(CO)c3)cc12)NCc1cccnc1	32µM*
O=C(NCc1ccco1)C1CN(S(=O)(=O)c2ccccc2)CC12CCCCC2 (stereo unspecified)	-18%
CN(C)c1ccc(/C=N/NC(=O)c2ccc(N(C)C)cc2)cc1	?
COc1ccc(N2CCN(C3CCCN(C(=O)C(C)(C)N)C3)CC2)cc1 (stereo unspecified)	?
CCOc1cccc2cc(C(=O)N3CCc4ccccc43)c(=O)oc12	9%
Cc1ccc(CN2CCC(CNc3nccc(-c4ccccn4)n3)CC2)o1	28µM*
COc1ccccc1NC(=O)Cn1c(SCC(=O)Nc2ccc(F)cc2)nc2ccccc21	?

Bioassay records from PubChem BioAssay.

Only part of the results is shown, so the mix of outcomes need not match the whole.
